# From PubChem BioAssay
# LMP1 NFkB inh – Epstein-Barr LMP1 NF-kappaB reporter inhibition; hit rate 0.69% among 350,000; LMP1-induced NF-kappaB luciferase reporter cells, luminescence; inhibition, % at 12.5 µM; in the data active = inhibition above about 41%; inconclusive = no clear call, values can overlap the other calls;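 note: 0% = neutral control wells and 100% = reference inhibitor control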
# LRH-1 inv ag – inverse agonists of human LRH-1 (NR5A2); inhibition, % at 3.6 µM; O00482; hit rate 0.13% among 360,000; HEK293T StAR-luciferase reporter, LRH-1 transfected, 24 h;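 active = inhibition above the mean inhibition of all tested compounds plus 3 SD, cut at about 73% in these data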;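 note: 0% = DMSO wells and 100% = reporter-only cells lacking LRH-1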
# TWEAK Fn14 block – TWEAK-Fn14 signaling inhibition. AID 1159606. hit rate 2% among 360,000. inhibition, % at 10 µM. TWEAK-stimulated Fn14 reporter cells, luciferase luminescence, 8 h; in the data active = inhibition above about 50%
# CF NFkB block – inhibitors of cystic fibrosis induced NF-kB. KKLEB NF-kB-GFP reporter, PAF-induced, GFP fluorescence overnight. hit rate 0.86% among 360,000. inhibition, % at 5 µM;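 active = at least 50% inhibition at 5 µM, scaled per plate between neutral and stimulator controls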;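 note: PAF is a Pseudomonas aeruginosa culture filtrate used as stimulus; plate controls were PAF-stimulated DMSO wells for no effect and unstimulated DMSO wells for full effect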
# Shn3 3UTR inh – reduces Shn3 3'UTR luciferase signal in osteoblasts | Clone20 osteoblast Shn3 3'UTR firefly luciferase, 24 h | inhibition, % at 12.5 µM | hit rate 0.52% among 360,000;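 active = mean inhibition of at least 75% with every replicate also reaching 75%; inconclusive = mean inhibition at least 75% but some replicate below; inactive = mean inhibition below 75%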;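 note: 0% = median of neutral control wells and 100% = pilot-screen positive control compound; some compounds past the cut are filed as inactive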
# COUP-TFII inh – inhibitors of human COUP-TFII (NR2F2); P24468; inhibition, % at 8.6 µM; HEK293T NGFI-A luciferase reporter, luminescence; hit rate 0.7% among 370,000;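 active = inhibition above a per-plate cutoff, mean inhibition of test wells between control levels plus 3 SD, cut at about 38% in these data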;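 note: cells cotransfected with COUP-TFII expression vector driving the NGFI-A reporter; 0% = median of COUP-TF2 test wells and 100% = reporter-only cells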
# C8 TRAIL sens – caspase-8 TRAIL sensitization; NB7+C8 cells + TRAIL, ATPlite viability luminescence; inhibition (viability loss, TRAIL sensitization), % at 10 µM; hit rate 1% among 360,000;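 active = compounds causing at least 50% loss of cell viability in the single-dose screen, relative to plate controls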
# SRC1 inh – inhibitors of human steroid receptor coactivator 1 (SRC1); HEK293 GAL4-SRC1 luciferase reporter, luminescence; inhibition, % at 3.6 µM; hit rate 0.12% among 360,000;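 active = inhibition above the campaign mean plus 3 SD, with each screening campaign given its own cutoff, cut at about 60% in these data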;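 note: 0% = DMSO treated cells and 100% = gossypol at 36 µM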
# NCOA3 inh – inhibits human SRC3 coactivator | Q9Y6Q9 | HEK293 GAL4-SRC3 luciferase reporter, luminescence | inhibition, % at 3.6 µM | hit rate 0.17% among 360,000 | AID 588352;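 active = inhibition above a per-campaign cutoff, the mean of all compounds plus 3 SD, cut at about 60% in these data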;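 note: 0% = DMSO-treated cells and 100% = gossypol-treated cells at 36 µM; higher means less SRC3-driven luciferase light from the GAL4 reporter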
# Target sequence (Q9Y6Q9 whole entry, looked up, the tested form may be a part): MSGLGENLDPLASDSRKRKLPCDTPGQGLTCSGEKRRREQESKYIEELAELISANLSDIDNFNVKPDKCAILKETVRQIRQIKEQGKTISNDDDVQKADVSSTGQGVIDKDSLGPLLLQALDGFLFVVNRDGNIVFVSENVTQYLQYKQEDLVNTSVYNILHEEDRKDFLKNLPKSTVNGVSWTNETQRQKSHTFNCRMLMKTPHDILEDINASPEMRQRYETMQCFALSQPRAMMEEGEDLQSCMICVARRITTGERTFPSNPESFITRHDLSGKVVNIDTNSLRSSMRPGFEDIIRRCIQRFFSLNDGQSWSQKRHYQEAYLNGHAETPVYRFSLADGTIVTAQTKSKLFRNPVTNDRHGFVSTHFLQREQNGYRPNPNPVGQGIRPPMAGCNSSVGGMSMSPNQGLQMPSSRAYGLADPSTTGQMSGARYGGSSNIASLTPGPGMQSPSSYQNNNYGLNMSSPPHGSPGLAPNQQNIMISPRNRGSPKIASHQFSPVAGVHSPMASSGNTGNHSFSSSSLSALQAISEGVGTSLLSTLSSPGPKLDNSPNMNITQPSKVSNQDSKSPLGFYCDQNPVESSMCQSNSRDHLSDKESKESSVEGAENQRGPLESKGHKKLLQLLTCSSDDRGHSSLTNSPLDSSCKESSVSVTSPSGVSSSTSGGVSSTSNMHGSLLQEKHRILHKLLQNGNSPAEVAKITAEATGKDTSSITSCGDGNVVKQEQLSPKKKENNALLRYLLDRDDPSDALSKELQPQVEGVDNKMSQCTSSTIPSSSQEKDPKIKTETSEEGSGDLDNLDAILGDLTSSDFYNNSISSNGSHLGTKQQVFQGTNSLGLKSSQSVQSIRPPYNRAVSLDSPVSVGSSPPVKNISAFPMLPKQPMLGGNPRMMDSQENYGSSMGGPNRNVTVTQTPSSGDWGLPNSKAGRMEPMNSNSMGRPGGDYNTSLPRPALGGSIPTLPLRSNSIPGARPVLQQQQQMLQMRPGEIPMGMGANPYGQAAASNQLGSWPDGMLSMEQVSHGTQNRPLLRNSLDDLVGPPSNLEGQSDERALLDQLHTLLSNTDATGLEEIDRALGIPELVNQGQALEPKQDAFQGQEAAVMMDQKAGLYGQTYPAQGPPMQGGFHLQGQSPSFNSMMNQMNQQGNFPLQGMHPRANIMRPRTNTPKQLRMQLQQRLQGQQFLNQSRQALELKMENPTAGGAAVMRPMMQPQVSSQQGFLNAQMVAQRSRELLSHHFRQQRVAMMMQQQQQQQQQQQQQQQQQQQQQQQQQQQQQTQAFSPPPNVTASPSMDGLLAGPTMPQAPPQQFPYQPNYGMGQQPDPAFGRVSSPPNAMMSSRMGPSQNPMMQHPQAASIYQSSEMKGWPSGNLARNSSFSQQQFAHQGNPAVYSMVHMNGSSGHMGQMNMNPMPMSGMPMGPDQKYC
# TROY signal inh – TROY signaling inhibition; hit rate 0.98% among 360,000; Q293 LMP1-TROYcd NF-kB luciferase reporter, 4 h; inhibition, % at 10 µM;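 active = compounds whose plate-normalised and pattern-corrected inhibition of the luciferase reporter signal at the single screening dose is 50% or more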
# KKLEB cytotox – reduces viability of KKLEB cystic fibrosis airway cells. KKLEB CF airway cells viability, ATPlite luminescence, overnight; stronger effect = lower value; cells stimulated with P. aeruginosa culture filtrate. activity change (cytotoxicity), % at 5 µM. hit rate 0.36% among 360,000;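 active = corrected activity change at or below -50% at 5 µM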
# The depositor's hits bear a star; ? = inconclusive; / = not tested or not shown. These rows are one share of the data; the hit share may differ from the screen's.
SMILES,LMP1 NFkB inh,LRH-1 inv ag,TWEAK Fn14 block,CF NFkB block,Shn3 3UTR inh,COUP-TFII inh,C8 TRAIL sens,SRC1 inh,NCOA3 inh,TROY signal inh,KKLEB cytotox
COc1ccc(CC(=O)NNC(=O)c2ccc(Br)s2)cc1OC,12.2,4.2,2.1,-6.1,-22.3,-9.7,-4.7,-1.9,12.2,-23.4,12.7
O=C(Oc1ccc(F)c(F)c1)c1ccc2c(=O)n3c(nc2c1)CCC3,0.8,-10.0,5.1,13.9,-14.1,8.7,-2.6,-5.1,-17.8,-13.8,12.3
CCCCn1nnnc1C1(C)CCC(=O)N1CCCn1ccnc1 (stereo unspecified),/,7.1,22.2,/,/,-21.6,8.0,/,/,-0.9,/
CSc1ccc(CNCC2CCCO2)cc1 (stereo unspecified),2.2,-16.9,0.4,8.1,1.4,5.8,-11.1,-9.2,-22.0,-4.6,3.0
CCN(C(=O)COC(=O)/C=C/c1c(C)nn(Cc2ccc(C)cc2)c1C)C1CCS(=O)(=O)C1 (stereo unspecified),2.7,23.8,6.4,-3.4,-5.3,10.6,-15.5,3.0,15.0,-4.8,-5.6
O=C(Nc1ccc(Cl)c([N+](=O)[O-])c1)c1ccc(NCCCN2CCOCC2)c([N+](=O)[O-])c1,2.0,9.5,-39.5,-21.4,47.0,-1.2,55.9*,-3.0,-14.4,-3.4,-17.9
CCOC(=O)c1c(C)[nH]c(C)c1C(=O)COC(=O)c1sccc1C,-5.6,15.7,-17.5,7.6,-42.2,-2.0,-10.7,-8.6,-41.8,-16.6,-5.6
Cc1ccccc1N=Nc1ccc(O)c2ncccc12,43.6*,4.4,-56.6,-9.3,?,-12.9,18.0,12.4,7.0,-10.5,10.5
Cc1ccc(NC(=O)CSc2ccccc2)cc1S(=O)(=O)N1CCOCC1,-4.4,-8.9,-21.5,11.0,0.3,-4.4,-14.9,3.1,-8.2,-2.8,-5.1
CCOC(=O)[C@]12CCC=C1N(Cc1cccc3ccccc13)C(=O)[C@H](CC(=O)NCC1CCCCC1)C2,/,-43.4,9.7,/,/,8.5,15.9,/,/,-5.0,/
CCNc1nnc(SCC(=O)NC2CCCCCC2)s1,-1.9,2.3,-0.1,-6.2,-7.6,-14.6,-11.3,-7.5,-11.9,4.7,-10.9
O=C(C[C@H]1C/C=C\CC[C@H](Cc2ccc(F)cc2)C(=O)O[C@@H](c2ccccc2)CNC1=O)N[C@@H](CO)Cc1ccccc1,5.2,-16.0,32.0,14.1,26.3,14.4,24.2,-8.3,8.2,4.2,3.6
Cc1cc(=O)[nH]c(N=N/C(=N/Nc2ccccc2C)c2ccccc2)n1,50.5*,-3.0,-34.7,-0.1,20.5,13.2,2.2,-1.3,12.6,-36.8,2.2
CC(O)[C@H]1CN=C(N)N1CCc1cc(C(F)(F)F)cc(C(F)(F)F)c1 (stereo partly specified),4.3,-27.6,5.1,4.6,-1.4,5.7,-4.4,-16.8,-8.4,-1.1,0.0
O=C(COC(=O)CNC(=O)C1CCCCC1)NCc1ccccc1,1.8,9.2,2.9,5.2,3.7,2.5,-19.8,-5.0,25.7,-4.4,7.5
Cc1nn(-c2ccccc2)c(Cl)c1/C=N/NS(=O)(=O)c1ccc(Br)cc1,-0.2,-3.9,17.2,3.2,8.0,6.6,-8.3,-1.2,-18.6,-10.2,-12.3
CCN(Cc1ccc2c(c1)OCCO2)C(=O)CSc1nc(C)nc2sc(C)c(C)c12,7.4,5.0,11.4,8.4,14.5,-8.9,6.1,-4.3,-1.6,57.6*,-23.5
CCOc1ccc(CCN2C(=S)N([C@@H](Cc3ccc(O)cc3)CN3CCC[C@@H]3CN3C(=S)NC[C@@H]3Cc3ccccc3)C[C@@H]2Cc2ccc(O)cc2)cc1,/,-6.9,15.9,48.2,0.2,2.5,1.5,-15.3,7.5,19.2,-13.5
O=C(CN(Cc1ccccc1)C(=O)CNS(=O)(=O)c1ccccc1)NCC1CCCO1 (stereo unspecified),-1.4,-31.9,9.3,15.6,-4.5,-0.1,-11.4,-0.6,-2.5,5.7,-0.4
CCOc1cccc2sc(N(CCN(CC)CC)C(=O)c3cccc([N+](=O)[O-])c3)nc12,7.0,11.8,-16.3,-4.9,-0.8,-6.8,5.2,-4.8,18.9,1.2,0.3
COc1ccc(N2CCN(C3CCN(S(=O)(=O)c4ccc(F)cc4)CC3)CC2)cc1,3.0,-9.1,6.7,8.7,1.4,18.0,0.1,-12.6,2.7,3.0,-11.0
CCOC(=O)N1CCC(NC(=O)C2CCCN(S(=O)(=O)c3cccc4nsnc34)C2)CC1 (stereo unspecified),3.7,11.4,6.7,-8.5,9.0,12.0,2.4,-4.0,28.1,-0.2,4.7
COc1ccc(C(=O)/C=C/c2ccc(OC3CSC3)cc2)cc1,13.3,8.6,10.3,-0.7,16.8,6.9,8.6,1.5,8.6,-22.9,5.3
CC(=O)NC(CCS(C)(=O)=O)C(=O)Nc1ccc(F)cc1Cl (stereo unspecified),3.3,6.0,-14.5,-4.2,11.7,15.4,-6.4,6.6,-9.9,-20.9,0.0
O=CC1=C(c2ccccc2)Oc2ccccc2O1,4.4,-5.4,58.3*,36.7,3.6,-6.8,26.9,-13.0,-5.6,38.0,-4.6
Cc1ccc(Cn2c(C(=O)NCCCN3CCOCC3)cc3sccc32)cc1,-7.1,-18.7,0.8,-7.4,0.6,/,-2.9,5.3,11.7,5.1,0.8
O=C1ON=C(c2ccc([N+](=O)[O-])cc2)/C1=C/c1ccccc1O,5.2,3.6,-7.6,2.0,7.4,-0.2,2.9,-9.5,13.3,-37.3,-10.6
CCCCCCC#Cc1ccc2c(c1)COc1c3ccccc3nn1-2,-20.6,-7.4,-8.3,6.5,89.9*,4.1,-8.8,-17.7,-21.9,-37.6,-5.5
CC[C@H]1C=C[C@@H](C(C(=O)OC)C(=O)OC)CN1C(C)=O,1.4,12.0,7.5,3.4,-2.1,-8.0,0.5,-31.2,-1.3,6.4,3.9
Cc1cc2cc(CN(Cc3ccco3)C(=O)C3CCCCC3)c(=O)[nH]c2cc1C,1.1,-0.9,11.6,1.8,19.3,11.2,-5.2,-22.9,1.2,8.0,2.0
O=C1CCCCCN1Cc1nnc(SCc2nc3ccccc3s2)n1-c1ccccn1,-14.5,-36.7,-6.5,-0.9,-114.5,-61.2,1.7,-67.7,-44.8,15.2,-3.5
Cc1ccc(N(CC(N)=O)C2SC(=O)N(Cc3ccccc3)C2=O)cc1 (stereo unspecified),-24.1,16.4,-14.8,-11.4,3.0,-11.6,-10.5,-2.7,20.3,7.1,10.6
CCOc1ccc(CCNC(=O)C2CCN(S(=O)(=O)CC)CC2)cc1OCC,-7.8,6.6,-18.2,4.4,9.7,-7.8,7.8,-0.7,0.1,7.5,5.8
CCN(CCCNC(=O)CCCN1C(=O)COc2ccc(C)cc21)c1cccc(C)c1,2.7,-39.4,18.9,-0.5,29.2,2.4,8.0,4.6,3.4,11.2,5.3
O=C1[C@H]2[C@H](C=CC[C@H]2C(=O)N2CCOCC2)CCN1Cc1ccccc1,9.9,6.2,2.7,-3.3,-8.3,-10.1,-8.7,11.3,-0.2,18.2,9.9
O=C(Nc1cc(Oc2ccccc2)cc([N+](=O)[O-])c1)C12CC3CC(C1)CC(n1cnc(Cl)n1)(C3)C2,-6.5,3.6,42.9,-1.9,11.4,-1.5,3.1,-1.4,-16.3,-0.3,6.0
CC(C)N1CCCC(C)(C(=O)Nc2nc3ccccc3n2C)C1 (stereo unspecified),/,-6.1,-26.1,19.6,-2.9,3.3,-4.0,3.2,-10.4,0.1,-3.2
NS(=O)(=O)c1ccc(N=Cc2ccc(Br)s2)cc1,-20.2,-7.9,1.4,2.4,9.1,-16.1,-1.6,-5.6,-2.1,-18.3,2.4
CC1CCN(C(=O)CCCC(=O)O)CC1,0.1,-1.8,1.6,13.3,-7.2,4.4,-7.5,-14.7,8.4,1.0,2.6
CCOc1ccc(-n2nnnc2SCC(=O)NNC(=O)c2ccco2)cc1,-1.4,-2.0,-6.1,-8.2,1.7,-18.3,3.0,-1.9,2.7,-2.7,6.1
O=C(Cn1nnc(-c2ccccc2Cl)n1)N/N=C/c1ccc2c(c1)OCO2,5.0,9.9,12.8,7.9,-13.5,-17.6,-6.6,3.9,-24.6,-40.1,2.0
CC(=O)Nc1ccc(C(=O)NCC2CCCCC2)cc1,-4.8,2.2,13.9,-21.4,-18.0,-19.6,6.2,-2.9,-7.3,-11.6,8.7
Cc1cccc(NC2=CC(=O)OC(C)C2)c1 (stereo unspecified),-1.3,-4.5,13.2,10.7,2.3,-3.1,6.0,13.3,9.9,9.2,-0.2
O=C1OC(/C(=C\Nc2cc(Cl)ccc2O)[N+](=O)[O-])c2ccccc21 (stereo unspecified),3.4,10.2,33.9,-0.2,17.7,-5.9,-4.4,-34.4,12.0,5.1,-1.7
Cc1c(Cl)cccc1NC(=S)Nc1ccccn1,-6.5,-5.0,-8.8,-0.9,3.3,0.8,-3.0,-26.6,-8.4,14.6,-18.0
CCN(Cc1ccccc1)S(=O)(=O)c1ccc(C(=O)N(CCCN(C)C)c2nc3cc4c(cc3s2)OCCO4)cc1,-33.7,-25.4,6.3,-9.5,-18.0,1.8,37.4,-21.2,-24.2,15.9,-3.2
Cc1onc(-c2ccc(Cl)cc2Cl)c1-c1csc(N/N=C/c2ccccc2)n1,-12.2,-3.9,3.2,20.6,9.7,2.2,8.4,4.8,10.5,-6.5,-17.4
Cc1ccsc1C(=O)OCc1cc(=O)n2ccsc2n1,-6.3,-126.8,5.4,-6.0,-93.3,-41.0,14.6,-103.4,-96.3,-48.4,17.3
O=C(CN1C(=O)COc2ccccc2C1=O)c1ccc2c(c1)OCCO2,7.2,-8.4,13.3,-14.4,-23.9,-32.5,13.3,-17.2,-11.1,-66.6,1.9
O=c1cnnc(NCc2ccccc2)[nH]1,-2.8,-2.2,-27.7,17.0,-1.6,-7.4,-2.3,-3.8,17.9,4.9,-2.4
Cc1nc(C(=O)Nc2cc(F)cc(Cl)c2)sc1C1(C)CC(c2ccccc2)=NO1 (stereo unspecified),12.5,17.8,15.5,-15.8,33.7,19.5,6.6,6.3,-3.4,32.0,-1.7
O=C(O)c1ccccc1N(Cc1ccccc1)C(=O)COc1ccccc1,0.5,-12.4,8.0,-10.7,-0.8,4.2,-0.6,-9.9,6.6,-12.9,11.8

# Ordered by the number under TWEAK Fn14 block (low to high): 3 from the list above
SMILES | TWEAK Fn14 block
CCOc1ccc(CCNC(=O)C2CCN(S(=O)(=O)CC)CC2)cc1OCC | -18.2
O=C1[C@H]2[C@H](C=CC[C@H]2C(=O)N2CCOCC2)CCN1Cc1ccccc1 | 2.7
Cc1nn(-c2ccccc2)c(Cl)c1/C=N/NS(=O)(=O)c1ccc(Br)cc1 | 17.2
